High-throughput results (PubChem)
MgcRacGAP inhibition = MgcRacGAP GTPase-activating activity inhibitors, confirmation, biochemical, ADP Hunter fluorescence | 0.6% of 340,000 active | inhibition, % at 30 µM, or IC50 in µM where a hit was titrated | MgcRacGAP-stimulated Rac1 GTP hydrolysis, ADP Hunter fluorescence; higher % means a stronger effect; GST-tagged Rac1 F28L mutant substrate;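 active means first-screen hits whose inhibition reached a set limit at any dose in the follow-up dose series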;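 further: fluorescence reports GDP produced by GAP-driven GTP hydrolysis; strong numbers were not always called active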
T cell HTS = T cell immune modulators affecting CD8 T cell-vesicle binding; 2C CD8+ T cell-vesicle binding, flow cytometry; hits give low values; calls only at 7 µM; 0.068% of 330,000 active; AID 2052;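 active means response, share of CD8 T cells binding vesicles, and their 90th percentile fluorescence all below set limits, cut at about 80% in these data, passing the limit was not always enough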
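Material: 2C TCR transgenic mouse naive CD8+ T cells, MACS-purified. Also added: QL9-charged Drosophila Ld/ICAM-1/B7-1 vesicles. Timing: binding 1.5 h at 37 °C. Measured by: high-throughput flow cytometry with anti-B7-1 and anti-CD8 staining. Read-out: percent CD8+ FL2 mean versus row control. Controls: Unloaded micro-vesicles (low), QL9 vesicles with 0.7% DMSO (high).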
GPR35 antagonists = GPR35 antagonists blocking zaprinast-driven arrestin recruitment, primary screen, imaging, U2OS, beta-arrestin-GFP, zaprinast agonist (AID 2058). U2OS GPR35 beta-arrestin-GFP translocation imaging, zaprinast antagonism; higher % means a stronger effect. inhibition, % at 10 µM, or IC50 in µM where a hit was titrated. 0.052% of 290,000 active;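 active means inhibition of at least 50% with at least 30 cells and total cytoplasm GFP at most 10,000,000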
NTR1 ag = NTR1-driven beta-arrestin-GFP spot formation – imaging, U2OS cells, high content, primary screen (AID 493036); P30989; agonist mode; activation, % at 20 µM; 0.17% of 330,000 active;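 active means activation at or above 40% of the spot to cytoplasm intensity ratio, with at least 20 cells analyzed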;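 further: 0% = DMSO without peptide and 100% = 100 nM NTR1 peptide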
Target sequence (P30989 whole entry, looked up): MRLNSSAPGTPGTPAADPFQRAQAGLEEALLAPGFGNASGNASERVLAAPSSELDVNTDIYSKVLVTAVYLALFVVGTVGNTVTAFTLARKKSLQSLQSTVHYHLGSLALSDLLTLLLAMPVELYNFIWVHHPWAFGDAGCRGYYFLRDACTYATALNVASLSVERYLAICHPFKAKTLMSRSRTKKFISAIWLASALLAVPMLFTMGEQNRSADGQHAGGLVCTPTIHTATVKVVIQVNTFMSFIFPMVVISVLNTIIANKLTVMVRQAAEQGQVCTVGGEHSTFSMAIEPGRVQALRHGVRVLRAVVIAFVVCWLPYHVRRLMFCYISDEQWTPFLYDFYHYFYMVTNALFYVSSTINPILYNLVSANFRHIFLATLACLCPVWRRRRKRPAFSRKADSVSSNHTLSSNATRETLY
Large T inhibition = SV40 large T antigen inhibitors, biochemical (AID 1903). one-dose inhibition, % at 20 µM; IC50 in µM for titrated hits. 0.39% of 310,000 active. SV40 large T antigen ATPase/helicase inhibition assay; higher % means a stronger effect; in the data active means a potency from the dose series; further: strong numbers were not always called active
LYP phosphatase = PTPN22 lymphoid phosphatase activity blockers – biochemical, fluorescence intensity, uHTS (AID 1779) | recombinant LYP phosphatase, fluorescence intensity; higher % means a stronger effect | inhibition, % at 11.5 µM; hits with a dose series show IC50 in µM | 0.054% of 290,000 active; in the data active means inhibition above about 50%;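 further: plate controls were vehicle with enzyme for no effect and no enzyme for full effect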
GPR55 antagonists = inhibition of LPI-stimulated GPR55 beta-arrestin translocation – imaging, U2OS, beta-arrestin-GFP, LPI agonist, primary screen (AID 2013); U2OS GPR55 beta-arrestin-GFP translocation imaging, LPI antagonism; higher % means a stronger effect; inhibition, % at 10 µM, or IC50 in µM where a hit was titrated; 0.13% of 290,000 active;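 active means spots per cell inhibited over 60%, with over 100 cells counted and total cytoplasm intensity under 500,000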;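 further: U2OS cells stably carrying GPR55 and arrestin-GFP stimulated by 5 µM LPI near EC80; imaged beta-arrestin-GFP aggregate spots per cell after agonist stimulation; plate controls were LPI-stimulated DMSO wells for no effect and DMSO wells without LPI for full effect; some results filed as inactive read as strong as hits; confirmed hits need IC50 under 10 µM and bright autofluorescent wells are also inconclusive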
Hep lipid drop = hepatic lipid droplet formation modulation | AML12 mouse hepatocytes, oleate lipid droplets, BODIPY imaging | inhibition, % at 6.5 µM | 0.4% of 240,000 active | AID 1656;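 active means lipid droplet intensity inhibited by at least 50%, with more than 500 cells counted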
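material = mouse AML12 hepatocyte cell line, fixed after treatment | also added = 100 µM oleic acid challenge | doses = compound at 6.5 µM only | schedule = overnight exposure | technique = Image-based BODIPY and DAPI two-channel analysis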
GPR55 activation = GPR55 agonists via beta-arrestin recruitment, primary screen, imaging, U2OS cells, beta-arrestin-GFP redistribution (AID 1961). U2OS GPR55 beta-arrestin-GFP redistribution imaging; higher % means a stronger effect. 0.048% of 290,000 active. activation, % at 10 µM; hits with a dose series show EC50 in µM;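 active means activation above 40% with more than 50 cells counted in the well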;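 further: U2OS osteosarcoma cells stably expressing GPR55 and beta-arrestin-GFP; plate controls were DMSO negative control for no effect and LPI positive control for full effect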
Hep lipid drop cells 6.5 µM = also measured in Hep lipid drop; calls as there; cell count; measured here: cell count, cytotoxicity flag;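 cells counted across two imaged fields per well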
T cell HTS vesicle-bound % = also measured in T cell HTS; calls as there; double positive events, %; measured here: CD8+ vesicle-bound cell fraction;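 binding gate set so that unloaded-vesicle control wells show 10% double positive cells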
NTR1 ag cell count 20 µM = second read-out of NTR1 ag, no call of its own (marks repeat the call); cell count; measured here: cell count, cytotoxicity flag
The depositor's hits bear a star; i = inactive; / = not tested or not shown.

Every second line gives: LYP phosphatase, MgcRacGAP inhibition, GPR35 antagonists, T cell HTS vesicle-bound %, NTR1 ag cell count 20 µM, NTR1 ag, Large T inhibition, T cell HTS, Hep lipid drop, Hep lipid drop cells 6.5 µM, GPR55 activation, GPR55 antagonists
COc1ccc(/C(C)=N/NC(=O)CNC(=O)Cc2ccccc2)c(OC)c1
    -5%, 2%, 20%, 28, 51, 0.1, 5%, i, -21, 608, 0.0%, -1%
CCC1(CC)Cc2ccccc2-c2nc(-c3ccccc3)oc(=O)c21
    -3%, 5%, 7%, 30, 57, 1.2, 6%, i, -10, 793, -0.1%, 8%
O=C(c1ccco1)N1CCN(c2ncnc3c2nnn3Cc2ccccc2Cl)CC1
    -3%, -2%, 8%, 20, 42, 0.7, 2%, i, -9, 778, /, 4%
O=c1[nH]c(/C(Cl)=C/c2cccc(F)c2)nc2cc(C(F)(F)F)ccc12
    1%, 6%, -7%, 10, 44, 5.5, 5%, i, -44, 480, 0.0%, 2%
Cc1nc(-c2ccccc2)nc(Cl)c1Cl
    -2%, 5%, -4%, 62, 28, 4.1, 8%, i, -8, 671, -0.3%, 2%
CC(C)c1ccc(NC(=O)C2CCCN(S(=O)(=O)c3cnc[nH]3)C2)cc1 (centres undefined)
    -5%, 7%, -8%, 34, 55, 18, -2%, i, /, /, -0.1%, -8%
CN1CCCN(C(=O)CNC(=O)Cc2ccccc2)CC1
    -7%, -2%, -3%, 29, 66, 0.4, -4%, i, 7, 680, 0.1%, 18%
COCCNC(=O)c1ccc(C)cc1C
    -10%, 4%, -14%, 55, 54, -0.1, 1%, i, 4, 651, 0.1%, -1%
O=C(Nc1cccc(N2C(=O)C=CC2=O)c1)c1cccs1
    /, 9%, /, 6, 47, 1.7, 70µM*, i, /, /, /, /
C=CCOC(=O)CSCC(NC(=O)OC(C)(C)C)C(=O)OCC (centres undefined)
    8%, 3%, -6%, 39, 15, 0.4, 8%, i, /, /, 0.2%, -5%
Cc1ccc([C@@H]2[C@@H]3C(=O)N(C)C(=O)[C@@H]3[C@]3(C)C(=O)N(Cc4ccccc4)CC(=O)N23)o1
    -10%, 3%, -19%, 12, 57, 0.0, 18%, i, -18, 778, 0.2%, -3%
Cc1cc(=O)n2ccccc2c1C#N
    -14%, 12%, 20%, 45, 68, 0.7, 16%, i, 9, 801, 0.5%, 2%
CC1CCN(c2nc3ccc(C(=O)NCCCN4CCCCC4)cc3s2)CC1
    -1%, 3%, 1%, 29, 62, 2.7, /, i, -2, 768, -0.1%, 14%
O=C(O)Cn1c(C(F)(F)F)nc2ccccc21
    -6%, 5%, 9%, 37, 74, 0.4, 5%, i, 9, 843, -0.2%, 16%
Cc1cccc(NC(=O)Nc2ccc3c(c2)CCC3)c1
    -6%, 8%, -1%, 9, 51, 3.5, 6%, i, 0, 795, 0.4%, 3%
Cc1cc(-c2ccc(C)c(S(=O)(=O)NCc3ccc(Br)cc3)c2)on1
    -8%, 3%, -12%, 18, 50, 8.8, 11%, i, -18, 728, -0.2%, 3%
CCOc1ccc2ccccc2c1C(=O)Nc1cc(=O)n(C)c(=O)n1C
    1%, -1%, -3%, 34, 51, -1.4, 4%, i, -11, 733, 0.0%, -6%
O=S1(=O)NC(C2CC2c2ccccc2)CCO1 (centres undefined)
    -14%, 12%, 15%, 29, 76, 0.4, 11%, i, -6, 777, -0.1%, 1%
O=C(NNC(=O)C1CC=CCC1)c1ccccc1Br (centres undefined)
    -11%, 11%, -4%, 54, 57, -1.4, 6%, i, -6, 817, 0.1%, -5%
CCOC(=O)Nc1ccc2c(c1)N(C(=O)N(CC)CC)c1ccccc1CC2
    -2%, 11%, 7%, 45, 50, 1.4, 4%, i, -20, 752, -0.1%, 6%
COc1ccc2oc(C(=O)c3ccccc3)c(NC(=O)CN3CCN(C)CC3)c2c1
    -7%, 16%, -1%, 50, /, /, 3%, i, /, /, 0.0%, 3%
CCc1cccc2c(C(=O)C(NCCOC)c3ccccc3)c[nH]c12 (centres undefined)
    -9%, 6%, 6%, 30, 40, -0.3, 3%, i, -2, 848, -0.1%, -8%
CCOc1ccccc1OCC(=O)Nc1ccc(S(=O)(=O)N(C)C)cc1
    -1%, 0%, -8%, 26, 79, 1.3, 7%, i, /, /, 0.7%, -7%
O=C(NC(=S)Nc1nc(-c2ccccc2)cs1)c1cncc(Br)c1
    -3%, 18%, 0%, 40, 50, 4.2, -1%, i, /, /, -0.1%, 15%
O=C(Nc1ccccc1)O/N=C/c1ccncc1
    2%, -4%, -7%, 48, 41, -0.4, 5%, i, /, /, 0.9%, 0%
C=C(C)C1CC=C(C)/C(=N\NC(=O)CCc2ccccc2)C1 (centres undefined)
    -6%, -2%, -4%, 46, 42, 3.8, 7%, i, -4, 691, -0.2%, 7%
Cc1ccc(NC(=O)c2cccc3c2C(=O)N(C2CCCCC2)C3)c(C)c1
    -1%, 8%, 10%, 38, 55, 1.6, 0%, i, -4, 717, -0.1%, -2%
CCOc1ccc(OCC)c(S(=O)(=O)N2CCC(C)CC2)c1
    -4%, 2%, 5%, 47, 53, 2.6, 12%, i, -9, 733, -0.1%, -10%
CCOc1cc(/C=N/O)cc(Cl)c1OC
    2%, 10%, 4%, 51, 44, -0.3, -3%, i, /, /, -0.1%, 0%
Fc1cccc(Nc2cc(-n3cccn3)ncn2)c1
    2%, 6%, 0%, 26, 82, -0.9, 23%, i, -4, 727, -0.3%, -12%
CC(C)(CO)NCc1cc(Br)ccc1OCc1ccccc1
    -11%, 14%, 4%, 54, 52, -0.7, 11%, i, -5, 703, 0.5%, 0%
Cn1c2ccccc2c(=O)c2c(=O)n(-c3ccccc3)c(-c3ccc(C(C)(C)C)cc3)nc21
    -2%, 11%, 13%, 27, 35, 27, 16%, i, -3, 753, 0.3%, -5%
COc1ccc(/C(C)=N/NC(=O)CNC(=O)c2ccco2)c(OC)c1
    -7%, 6%, 20%, 9, 64, 0.6, 14%, i, 22, 752, -0.2%, 10%
COCCOC(=O)c1c(NC(=O)CN2c3ccccc3CC2C)sc(C(N)=O)c1C (centres undefined)
    4%, 4%, 11%, 40, 48, 2.3, 2%, i, 10, 622, 0.4%, 12%
NNC(=O)C(Cc1ccccc1)NC(=O)OCc1ccccc1 (centres undefined)
    -1%, 8%, 1%, 57, 23, -0.3, 3%, i, -9, 655, -0.1%, -6%
Cc1ccc2oc(=O)cc(/C=C/c3ccccc3)c2c1
    -1%, -5%, 6%, 10, 28, 2.7, 10%, i, /, /, -0.1%, 4%
CCOC(=O)C1=C(COC(=O)/C=C/c2ccccc2)NC(=O)NC1C (centres undefined)
    /, 1%, /, 52, 95, 0.8, 6%, i, /, /, /, /
O=C(Nc1nc2ccc(C(=O)N3CCCCC3)cc2s1)C1CCCCC1
    -2%, -1%, 12%, 8, 54, -0.8, 15%, i, 3, 683, 2.1%, -7%
CC(C)CC(/C(O)=C(\C#N)c1nc2ccccc2[nH]1)N1C(=O)c2ccccc2C1=O (centres undefined)
    -1%, 5%, -24%, 25, 50, 3.8, -4%, i, -12, 773, -0.1%, -10%
Cc1onc(-c2ccccc2Cl)c1C(=O)N1CCOC12CCCCC2
    -8%, 2%, -8%, 66, 73, 0.7, -1%, i, -9, 630, 0.2%, 4%

Whole records as entered above. Order of values: LYP phosphatase	MgcRacGAP inhibition	GPR35 antagonists	T cell HTS vesicle-bound %	NTR1 ag cell count 20 µM	NTR1 ag	Large T inhibition	T cell HTS	Hep lipid drop	Hep lipid drop cells 6.5 µM	GPR55 activation	GPR55 antagonists
CCOC(=O)C1=C(COC(=O)/C=C/c2ccccc2)NC(=O)NC1C (centres undefined) is listed as /	1%	/	52	95	0.8	6%	i	/	/	/	/
CCOc1cc(/C=N/O)cc(Cl)c1OC is listed as 2%	10%	4%	51	44	-0.3	-3%	i	/	/	-0.1%	0%

The listing continues.
Every second line gives: LYP phosphatase, MgcRacGAP inhibition, GPR35 antagonists, T cell HTS vesicle-bound %, NTR1 ag cell count 20 µM, NTR1 ag, Large T inhibition, T cell HTS, Hep lipid drop, Hep lipid drop cells 6.5 µM, GPR55 activation, GPR55 antagonists
Clc1ccc(N2CCN(c3nc4nonc4nc3N3CCSCC3)CC2)nc1
    -3%, 6%, -2%, 32, 59, 0.2, 2%, i, -40, 667, -0.2%, 3%
O=C(N/N=C/C=C/c1cccc([N+](=O)[O-])c1)c1ccncc1
    3%, 7%, 4%, 12, 61, -0.2, 13%, i, 3, 658, -0.1%, -2%
O=C(CSc1ncn(-c2ccccc2)n1)N1CCN(c2ccccc2)CC1
    -5%, 7%, 13%, 44, 52, 0.5, 21%, i, 5, 741, -0.3%, -7%
Cc1ccc(OCC(=O)N/N=C\c2cccs2)c([N+](=O)[O-])c1
    -2%, 5%, -2%, 63, 75, -0.2, 4%, i, 5, 659, -0.1%, 12%
C[C@H](NC(=O)c1ccco1)C(=O)N1CCCC1
    -9%, 2%, 5%, 32, 69, 0.6, 2%, i, -3, 852, -0.2%, 0%
CC(C)(C)NC(=O)C(c1ccncc1)N(Cc1cccs1)C(=O)c1csnn1 (centres undefined)
    -6%, 7%, -9%, 23, 43, 2.7, 14%, i, 1, 665, -1.5%, 7%
COc1cccc(CNC(=O)C(NS(=O)(=O)c2ccc3c(c2)CCN3C(C)=O)C(C)C)c1 (centres undefined)
    -10%, 6%, 15%, 29, 49, -1.2, 2%, i, -10, 694, -0.1%, -6%
Cc1cc(Nc2ccccc2Cl)c2ccccc2n1
    /, 3%, /, 31, 43, 1.7, 8%, i, /, /, /, /
Cc1ccc(-c2cc3nc(-c4ccccc4)cc(N4CCC5(CC4)OCCO5)n3n2)cc1
    -6%, -9%, -1%, 56, 76, 6.2, 7%, i, 9, 720, -0.3%, -2%
